HT1080NT lethal: kills 2HG-producing HT-1080-NT fibrosarcoma cells; HT-1080-NT fibrosarcoma viability, CellTiter-Glo ATP luminescence, 48 h; Potency, µM (titrated, usually from 46.1 µM), without a hit: at the top dose activity, negative = less viability, actives largely listed as cytotoxic; hit rate 1.6% among 360,000; AID 686970;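 also: NT is the 2HG producing partner of a matched IDH1 knockdown line; potency is read from the fitted curve at half-maximal effect; 0% = DMSO-treated cells and -100% = media-only wells without cells; nearly all actives have a fitted effect of over 55% in size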
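Luminescent CellTiter-Glo readout after 48 hours of compound exposure at 37 degrees C defined viability of HT-1080-NT cells. Activity was normalized to DMSO wells and cell-free media wells; concentration-response curves were fitted and assigned curve classes.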
KB-3-1 cytotox: kills parental KB-3-1 adenocarcinoma cells. KB-3-1 viability, CellTiter-Glo ATP luminescence, 72 h. Potency, µM (doses to about 46.1 µM), without a hit: top-dose activity change, negative = cytotoxic, most hits filed as cytotoxic. hit rate 1.4% among 400,000. AID 1347075; also: potency is read from the fitted curve at half-maximal effect; % is scaled to controls: 0 for no effect and ±100 for the full control effect; nearly all actives have a fitted effect of over 60% in size
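Parental KB-3-1 viability, qHTS format: 72 h compound exposure, 37 °C; CellTiter-Glo; media-only wells and DMSO plates as controls; concentration-effect fits on corrected data.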
SW480 rereplic: DNA re-replication induction in SW480 cells; SW480 DNA re-replication, Hoechst DNA content imaging, 48 h; Potency, µM (top dose mostly 46.1 µM), inactives show at the top dose re-replication activation, hits mostly activators; hit rate 1.8% among 340,000; also: potency is read from the fitted curve at half-maximal effect; % of control where 0% means no effect; nearly all actives have a fitted effect of over 55% in size
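Cells (250 per well) received 23 nL compound or DMSO by pin tool and were kept 48 hr at 37 C, 5% CO2. Nuclei were then stained with Hoechst for 40 min and scanned for DNA content.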
KB-V1 cytotox: KB-V1 MDR subline cytotoxicity; KB-V1 MDR cells viability, CellTiter-Glo, 72 h; Potency, µM (highest dose often 46.1 µM), for inactives: at the top dose activity change, negative = cytotoxicity, actives largely listed as cytotoxic; hit rate 3.4% among 400,000; AID 1347076; also: potency is read from the fitted curve at half-maximal effect; % is scaled to controls: 0 for no effect and ±100 for the full control effect; nearly all actives have a fitted effect of over 60% in size
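Compound-treated KB-V1 multidrug-resistant cells, 72 h, 37 degrees C; viability by CellTiter-Glo. Fitted qHTS curves give the values.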
HT1080 IDH1KD tx: kills HT-1080 cells with IDH1 knockdown; HT-1080 IDH1 knockdown viability, ATP luminescence, 48 h; Potency, µM (series often up to 46.1 µM), for inactives: top-dose activity, negative = toxicity, most hits filed as cytotoxic; hit rate 2% among 360,000; AID 686971;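 also: potency is read from the fitted curve at half-maximal effect; 0% = DMSO wells and -100% = cell-free medium wells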
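Viability of IDH1-knockdown HT-1080 fibrosarcoma cells was assessed by CellTiter-Glo after 48 h at 37 °C with titrated compound; concentration-effect curves were classified by fit quality and response size.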
DRD3 antagonist: blocks the human D3 dopamine receptor. P35462. D3R cells, DiscoveRx beta-arrestin luminescence, antagonist mode; active compounds read low. max response, negative = inhibition, %. hit rate 2.5% among 360,000. AID 652054; in the data active = max response below about -50%; inconclusive = no clear call, values can overlap the other calls; also: % is scaled to controls: 0 for no effect and ±100 for the full control effect; mostly tested at two doses, the higher about 12 µM
Target sequence (P35462 whole entry, looked up): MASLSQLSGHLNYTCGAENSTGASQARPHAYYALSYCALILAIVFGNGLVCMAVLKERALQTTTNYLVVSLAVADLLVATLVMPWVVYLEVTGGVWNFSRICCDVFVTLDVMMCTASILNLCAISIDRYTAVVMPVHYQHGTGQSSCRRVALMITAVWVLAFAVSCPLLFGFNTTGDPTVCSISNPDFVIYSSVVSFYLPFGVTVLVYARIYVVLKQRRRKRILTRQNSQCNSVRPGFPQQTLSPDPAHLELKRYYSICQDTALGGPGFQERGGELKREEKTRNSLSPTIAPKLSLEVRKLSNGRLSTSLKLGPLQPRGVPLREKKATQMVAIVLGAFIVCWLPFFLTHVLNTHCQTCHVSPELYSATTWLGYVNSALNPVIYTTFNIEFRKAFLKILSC
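Cells expressing the human receptor were seeded at 1500 cells/well, incubated overnight at 37 degrees C in 5% CO2, then exposed to library compounds with dopamine controls for 90 minutes at 37 degrees C before luminescent detection.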
GLP1R ag: agonists of human GLP-1 receptor; HEK293 GLP-1R CRE-luciferase, luminescence, 4-6 h; cells express a hypersensitive GLP-1R form; hit rate 0.007% among 380,000; Potency, µM (doses to about 45.6 µM), without a hit: at the highest dose activation, actives largely listed as activators; AID 624172; P43220; also: potency is read from the fitted curve at half-maximal effect; % of control where 0% means no effect
Target sequence (P43220 whole entry, looked up): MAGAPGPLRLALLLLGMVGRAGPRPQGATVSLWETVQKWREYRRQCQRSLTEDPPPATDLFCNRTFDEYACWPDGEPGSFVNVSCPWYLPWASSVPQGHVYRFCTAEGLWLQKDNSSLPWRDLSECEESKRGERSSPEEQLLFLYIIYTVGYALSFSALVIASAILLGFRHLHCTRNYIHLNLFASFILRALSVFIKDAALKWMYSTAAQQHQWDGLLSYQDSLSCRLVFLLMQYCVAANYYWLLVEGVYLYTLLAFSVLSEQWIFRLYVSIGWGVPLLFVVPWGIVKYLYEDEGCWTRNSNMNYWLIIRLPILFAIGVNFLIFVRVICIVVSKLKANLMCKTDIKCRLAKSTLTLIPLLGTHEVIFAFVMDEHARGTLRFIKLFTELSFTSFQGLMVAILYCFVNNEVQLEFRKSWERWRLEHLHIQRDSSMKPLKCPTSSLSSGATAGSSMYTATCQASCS
IL1B secr inh: inhibitors of inflammasome signaling (IL-1 beta secretion) | THP-1 LPS/ATP IL-1B secretion, AlphaLISA, 16 h; active compounds read low | activity change, % at 57.5 µM | hit rate 4.7% among 360,000; in the data active = activity change below about -50%; inconclusive = mostly about -30% to -49%; also: % is scaled to controls: 0 for no effect and ±100 for the full control effect
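Secreted IL-1B measured by AlphaLISA bead assay after 16 h compound exposure of THP-1 cells; compounds (final up to 57.5 uM) added 1 h before LPS (250 ng/mL) and ATP (1.25 mM) stimulation; lower signal means less secretion.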
D3 ag: agonists of human D3 dopamine receptor | hit rate 0.58% among 410,000 | D3R DiscoveRx beta-arrestin cells, luminescence, 90 min | max activation, % | AID 652048; in the data active = max activation above about 30%; also: 0% is about no effect; mostly tested at two doses, the higher about 12 µM
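Cells at 1500/well, incubated overnight, then treated with pinned compounds (dopamine as control) for 90 min at 37 degrees C. DiscoveRx reagent added for 30 - 60 minutes at room temperature; luminescence read.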
* = called active by the depositor; ? = inconclusive; . = no result given; & = joins results of further samples; [ ] = another dose, or the depositor's remark. Unless noted, calls follow the shape of the dose curve; as a rule, active = well fitted curve in the direction sought with a large enough effect; inconclusive = small, poorly fitted or top-dose-only effect, or another doubt; inactive = no such curve, though single readings can be large; an effect the other way counts as inactive or inconclusive.

SMILES	HT1080NT lethal	KB-3-1 cytotox	SW480 rereplic	KB-V1 cytotox	HT1080 IDH1KD tx	DRD3 antagonist	GLP1R ag	IL1B secr inh	D3 ag
Cc1cc(O)c(C(=O)c2cnc3c(c2)COc2ccccc2-3)cc1Cl	.	-3%	.	0%	.	.	0%	.	16
Cn1c(N)c(C(=O)COC(=O)c2cc(S(=O)(=O)NCc3ccccc3)ccc2O)c(=O)n(C)c1=O	3%	7%	-6%	-23%	2%	-11	-12%	16	2
COCCCn1cnc2c(c1=O)c1nc3ccccc3nc1n2CCc1ccccc1	5%	-9%	-3%	?	16%	-22	0%	?	-3
O=C1CSc2ccc(C(=O)N3CCN(c4ccccn4)CC3)cc2N1	0%	3%	1%	-11%	2%	-15	-10%	10	-2
Cc1cc(C)c(C(=O)COC(=O)c2c(C)noc2C)cc1C	-5%	-2%	-1%	-3%	0%	2	18%	15	-1
N#Cc1cc[n+](CC(=O)c2ccc(NC(=O)c3ccccc3)cc2)cc1	-1%	0%	9%	8%	0%	0	-4%	0	-18
O=C1OC(/C=C/c2ccccc2)=NC/1=C\c1cccnc1	-1%	9%	-4%	13%	18%	-10	1%	5	-17
COc1ccccc1CNC(=O)c1cc(-c2ccccc2C)nn1CC1CC(c2cccnc2)=NO1 (stereo not drawn)	-1%	1%	?	-2%	-3%	20	5%	-26	14
COc1cccc(CC(=O)Nc2cc(S(=O)(=O)N3CCCCC3)ccc2C)c1	1%	-6%	-2%	?	9%	1	7%	23	1
CCOC(=O)c1c(C(=O)OCC)c(C)n(CCc2ccccc2)c1C	11%	8%	-4%	-4%	7%	16	-1%	-30	2
CCn1ccnc1CN(C)C(=O)c1ccc2nc(Cc3ccc(OC)cc3)oc2c1	-2%	-6%	-8%	-13%	2%	24	6%	12	2
O=C(c1ccc2c(c1)N(Cc1ccc(Cl)cc1)C(=O)c1ccccc1S2(=O)=O)N1CCCCCC1	.	?	.	?	.	.	-4%	.	2
CCN(C(=O)C(=O)c1c[nH]c2ccccc12)c1ccccc1	-11%	8%	-24%	0%	-7%	-14	-2%	9	-1
O=c1c2ccccc2nc2oc3ccccc3n12	-5%	-1%	-3%	10%	12%	-11	-3%	-2	-1
COc1cc2[nH]c(=O)n(CCC(=O)N3CCN(c4ccc(Cl)cc4)CC3)c(=O)c2cc1OC	.	-2%	.	-11%	.	.	0%	.	-18
Cc1cc(C)c[n+](-c2nc([O-])sc2C=O)c1	11%	0%	-5%	12%	13%	22	7%	0	-5
CCOc1ccc(C(C)=O)cc1COC(=O)C(C)N=C1NS(=O)(=O)c2ccccc21 (stereo not drawn)	1%	20%	-1%	-2%	-17%	9	7%	-11	-2
NNC(=O)CCN1CCN(Cc2ccccc2)CC1	-3%	-9%	0%	1%	1%	0	3%	9	-4
O=C(Cn1nnc(-c2ccc([N+](=O)[O-])cc2)n1)NNC(=O)c1ccccc1	-23%	-3%	-6%	16%	-21%	7	3%	6	4
CCC1(C)Cc2c(sc3nnn(CC(=O)Nc4ccc(C)cc4)c(=O)c23)CO1 (stereo not drawn)	-1%	-1%	19%	8%	3%	?	1%	14	-26
COc1ccc2oc(C(=O)CCC(=O)O)c(N)c2c1	-7%	-5%	2%	-25%	1%	-6	-2%	9	-2
CCCSc1nc2[nH]ncc2c(=O)[nH]1	2%	9%	-6%	-4%	7%	23	-9%	0	2
COC(=O)c1cc(OC)c(OC)cc1NC(=O)Nc1ccccc1F	4%	14%	-60%[inhibitor]	2%	7%	13	15%	.	12
CCCC(C)c1nnc(NC(=O)C2CC(=O)N(CCc3ccc(F)cc3)C2)s1 (stereo not drawn)	-10%	1%	2%	-22%	-18%	2	3%	37	-5
CCN(CC)CCNC(=O)c1ccc(NC(=O)c2cccc(S(=O)(=O)N3CCCCCC3)c2)cc1	-16%	2%	?	-27%	-27%	3	9%	5	-5
COc1ccc(NC(=O)CC2C(=O)N(c3ccc(Cl)cc3)C(=S)N2CCc2ccccn2)cc1 (stereo not drawn)	-18%	?	?	?	-2%	-26	0%	-12	-11
O=C(O)CC(CC(=O)Nc1ccc(F)c(Cl)c1)c1ccc(Cl)cc1Cl (stereo not drawn)	-3%	-2%	-3%	8%	-1%	-18	-3%	6	-35
Cc1cccc(C2CC(c3ccccc3)Nc3ncnn32)c1 (stereo not drawn)	4%	15%	-1%	?	?	6	-5%	-13	-2
O=C(NCc1ccccc1)C1CCCN1S(=O)(=O)c1ccc(Cl)cc1 (stereo not drawn)	14%	-1%	6%	-20%	-1%	1	1%	0	2
COc1ccc(N2CCN(C(=O)c3ccc4c(c3)N(Cc3cc(C)ccc3C)C(=O)c3ccccc3S4=O)CC2)cc1 (stereo not drawn)	.	-1%	.	13%	.	.	-1%	.	-5
COc1ccc(NC(=O)c2ccco2)cc1NC(=O)c1cccs1	3%	9%	-6%	8.2µM*	3%	7	3%	-8	-2
CC(C)C[C@H]1CN([C@@H](CC(C)C)CN2CCC[C@H]2CN2C(=O)C(=O)NC[C@@H]2Cc2ccccc2)C(=O)C(=O)N1CCc1ccccc1	3%	-30%	.	7%	8%	0	-2%	8	-2
CC(C)CNC(=S)N1CCN(c2nc3ccccc3s2)CC1	?	-2%	-4%	-2%	-5%	3	10%	0	0
COc1cc(Cn2nnc3ccccc32)ccc1O	1%	7%	?	21%	5%	2	1%	14	4
COc1ccccc1C(=O)n1nc(-c2ccco2)nc1SC	1%	9%	2%	?	4%	-6	-1%	9	0
CC1(N(O)/C=C2\C=CC=CC2=O)CCCCC1=O (stereo not drawn)	-3%	0%	-7%	13%	2%	1	0%	17	-5
CNC(=O)COC(=O)Cc1ccc(Cl)cc1	-1%	4%	?	-3%	5%	-21	8%	-7	-7
CC/C(=N/NC(=O)c1ccc2c(c1)OCO2)c1ccccc1O	-19%	?	?	?	23µM*	12	-4%	226	0
CCC[n+]1c2ccccc2cc2ccccc21	16µM*	?	12µM*	21µM*	?	?	11%	-99*	-17
CCOC(=O)C1CCN(S(=O)(=O)c2ccc(C)c(C(=O)NC3CCCCC3)c2)CC1	0%	.	-5%	.	6%	-3	4%	17	10

11 entries out of the list, sorted by SMILES length, ascending.
SMILES	HT1080NT lethal	KB-3-1 cytotox	SW480 rereplic	KB-V1 cytotox	HT1080 IDH1KD tx	DRD3 antagonist	GLP1R ag	IL1B secr inh	D3 ag
CCC[n+]1c2ccccc2cc2ccccc21	16µM*	?	12µM*	21µM*	?	?	11%	-99*	-17
COc1cc(Cn2nnc3ccccc32)ccc1O	1%	7%	?	21%	5%	2	1%	14	4
CC1(N(O)/C=C2\C=CC=CC2=O)CCCCC1=O (stereo not drawn)	-3%	0%	-7%	13%	2%	1	0%	17	-5
Cc1cccc(C2CC(c3ccccc3)Nc3ncnn32)c1 (stereo not drawn)	4%	15%	-1%	?	?	6	-5%	-13	-2
CC(C)CNC(=S)N1CCN(c2nc3ccccc3s2)CC1	?	-2%	-4%	-2%	-5%	3	10%	0	0
COc1ccc(NC(=O)c2ccco2)cc1NC(=O)c1cccs1	3%	9%	-6%	8.2µM*	3%	7	3%	-8	-2
CC/C(=N/NC(=O)c1ccc2c(c1)OCO2)c1ccccc1O	-19%	?	?	?	23µM*	12	-4%	226	0
O=C(NCc1ccccc1)C1CCCN1S(=O)(=O)c1ccc(Cl)cc1 (stereo not drawn)	14%	-1%	6%	-20%	-1%	1	1%	0	2
O=C(O)CC(CC(=O)Nc1ccc(F)c(Cl)c1)c1ccc(Cl)cc1Cl (stereo not drawn)	-3%	-2%	-3%	8%	-1%	-18	-3%	6	-35
CCOC(=O)C1CCN(S(=O)(=O)c2ccc(C)c(C(=O)NC3CCCCC3)c2)CC1	0%	.	-5%	.	6%	-3	4%	17	10
COc1ccc(N2CCN(C(=O)c3ccc4c(c3)N(Cc3cc(C)ccc3C)C(=O)c3ccccc3S4=O)CC2)cc1 (stereo not drawn)	.	-1%	.	13%	.	.	-1%	.	-5

Next part.
SMILES	HT1080NT lethal	KB-3-1 cytotox	SW480 rereplic	KB-V1 cytotox	HT1080 IDH1KD tx	DRD3 antagonist	GLP1R ag	IL1B secr inh	D3 ag
Nc1n[nH]c(N)c1N=Nc1ccc(Cl)cc1	-1%	20%	-3%	2%	9%	4	2%	?	-8
Nc1nc(-n2cnnc2)nn1-c1ccccc1	7%	8%	-3%	7%	5%	41	-8%	29	-1
Brc1cccc(OCCn2ccnc2)c1	-5%	2%	-4%	-13%	0%	-65*	6%	-15	-3
COc1cccc(/C=C2\SC(=S)N(CCCC(=O)N3CCCC3)C2=O)c1	-13%	?	29%	?	-23%	-12	-5%	-91*	-1
Cc1cc(=O)oc2c(C)c(OCC(=O)NCCCn3ccnc3)ccc12	0%	20%	-15%	12%	-4%	-16	-2%	-6	-11
COc1ccc(C(=O)Cn2cnc3ccccc3c2=O)cc1	9%	4%	-6%	-7%	6%	4	1%	-4	4
OCC1CCCN(Cc2ccc(-c3ccccc3)cc2)C1 (stereo not drawn)	-2%	-16%	-2%	0%	-14%	-13	0%	-16	-31
CCn1c(=O)c2cc(C(=O)NCC(OC)OC)sc2c2ccccc21	14%	11%	-3%	0%	0%	8	3%	-56*	13
COc1ccc(C2/C(=C(/O)c3ccc4c(c3)CC(C)O4)C(=O)C(=O)N2Cc2ccncc2)cc1 (stereo not drawn)	19%	16%	-2%	36%	0%	-3	-2%	20	3
COc1cccc(C2c3c(oc4ccccc4c3=O)C(=O)N2CCCN2CCOCC2)c1 (stereo not drawn)	-5%	-10%	-11%&-3%	-2%	-2%	-6	-1%	11	-12
CC1CCN(c2c(NCc3ccc(C(=O)NCc4ccco4)cc3)c(=O)c2=O)CC1	0%	0%	2%	21%	-1%	22	-2%	-7	-1
COC(=O)c1ccccc1NC(=O)C1CCN(S(C)(=O)=O)CC1	9%	1%	-1%	-19%	8%	5	11%	-13	10

Screening results from PubChem.
